EBI2 antag: EBI2 receptor antagonists, beta-arrestin recruitment, primary screen, cell-based, luminescence, 7a,25-OHC stimulation, uHTS | G-protein coupled receptor 183 (Homo sapiens), P32249 | 7a,25-OHC stimulated | inhibition, % at 5 µM | actives 0.81% (n = 360,000) | AID 651636, 2012; in the data active = inhibition above about 38%;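 also: enzyme fragment complementation signal reports receptor beta-arrestin coupling in cells; 0% = agonist plus DMSO wells and 100% = wells without agonist; some results beyond the cut were filed as inactive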
Target sequence (P32249 whole entry, looked up, the tested form may be a part): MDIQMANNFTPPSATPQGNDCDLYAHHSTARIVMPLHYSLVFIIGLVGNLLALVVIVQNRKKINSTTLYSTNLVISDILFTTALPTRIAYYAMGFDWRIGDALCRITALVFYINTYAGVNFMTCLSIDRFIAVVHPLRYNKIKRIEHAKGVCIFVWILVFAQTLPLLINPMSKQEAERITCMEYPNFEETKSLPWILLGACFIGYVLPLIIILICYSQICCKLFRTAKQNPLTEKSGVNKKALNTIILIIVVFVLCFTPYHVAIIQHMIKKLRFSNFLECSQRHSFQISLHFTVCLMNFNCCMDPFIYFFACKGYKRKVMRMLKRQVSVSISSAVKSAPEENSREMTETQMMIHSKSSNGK
APJ ag: agonists of human apelin receptor APJ, primary screen, CHO-K1 cells, PathHunter beta-arrestin, luminescence; P35414; actives 0.11% (n = 330,000); activation, % at 20 µM; 0% DMSO wells, 100% apelin;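 active = activation more than six SD over the plate average, tested at 20 µM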;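 also: 0% = DMSO alone and 100% = apelin-13 at 10 nM; some results filed as inactive read as strong as hits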
Target sequence (P35414 whole entry, looked up): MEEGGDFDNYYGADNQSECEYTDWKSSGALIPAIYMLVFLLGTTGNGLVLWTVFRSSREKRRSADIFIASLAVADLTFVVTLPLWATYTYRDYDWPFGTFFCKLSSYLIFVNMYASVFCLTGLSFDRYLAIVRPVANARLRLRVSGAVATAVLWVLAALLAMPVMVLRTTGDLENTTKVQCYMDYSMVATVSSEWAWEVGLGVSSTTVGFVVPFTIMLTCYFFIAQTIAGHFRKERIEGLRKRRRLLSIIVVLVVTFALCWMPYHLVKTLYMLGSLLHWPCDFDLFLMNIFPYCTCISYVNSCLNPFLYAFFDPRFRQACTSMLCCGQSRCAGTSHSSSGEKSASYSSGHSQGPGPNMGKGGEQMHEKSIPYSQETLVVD
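Assay system: engineered CHO-K1 APJ arrestin reporter cells; Amount: 1000 CHO-K1 reporter cells seeded per well; Dosing: one dose, 20 µM compound, 1% DMSO; Times: compound stimulation 90 min at 25 °C, detection 60 min; Measured by: luminescent beta-gal fragment complementation, chemiluminescent substrate; Read-out: APJ–arrestin association signal; Controls: DMSO vs Apelin-13 10 nM.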
CXCR6 block: CXCR6 receptor inhibitors, primary screen, cell-based, beta-arrestin, luminescence, CHO-K1 PathHunter, 1536-well | AID 602244, 2012 | inhibition, % at 20 µM | C-X-C chemokine receptor type 6 (Homo sapiens), O00574 | actives 0.36% (n = 360,000); in the data active = inhibition above about 34%, passing the limit was not always enough;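 also: antagonist mode with CXCL16 agonist at 10 nM final; 0% = 10 nM CXCL16 with DMSO and 100% = unstimulated wells without agonist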
Target sequence (O00574 whole entry, looked up): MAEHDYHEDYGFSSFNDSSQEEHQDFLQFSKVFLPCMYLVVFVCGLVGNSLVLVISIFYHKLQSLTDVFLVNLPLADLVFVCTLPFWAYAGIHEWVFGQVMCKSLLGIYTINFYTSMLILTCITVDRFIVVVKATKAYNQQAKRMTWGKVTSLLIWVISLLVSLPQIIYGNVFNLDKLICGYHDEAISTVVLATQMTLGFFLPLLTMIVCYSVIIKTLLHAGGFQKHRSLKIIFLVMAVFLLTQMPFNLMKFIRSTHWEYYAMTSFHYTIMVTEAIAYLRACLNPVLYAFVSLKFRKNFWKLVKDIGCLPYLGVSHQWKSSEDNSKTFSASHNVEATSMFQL
APJ antag: antagonists of human apelin receptor APJ, primary screen, CHO-K1 cells, beta-arrestin complementation, luminescence; inhibition, % at 20 µM; actives 0.32% (n = 330,000);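 active = inhibition above about 40% at 20 µM, limit read from the data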;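 also: cells challenged with 10 nM apelin-13 agonist together with compound; plate controls were apelin-13 plus DMSO wells for no effect and DMSO wells lacking apelin-13 for full effect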
Mdm2 MdmX PPI: inhibitors of human Mdm2-MdmX association, primary screen, cell-based, luminescence, split luciferase, SaOS-2, uHTS; SaOS-2 split-luciferase Mdm2/MdmX complementation; Protein Mdm4 (Homo sapiens) + E3 ubiquitin-protein ligase Mdm2 (Homo sapiens), …; AID 485346, 2010; inhibition, % at 8 µM; actives 3% (n = 330,000);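 active = inhibition of at least 50% at 8 µM in the primary screen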
tim23-1 inh: growth inhibitors of tim23-1 mutant yeast, primary screen, luminescence, uHTS; S. cerevisiae tim23-1 growth, BacTiter-Glo luminescence, 24 h; inhibition, % at 20 µM; actives 1.3% (n = 330,000); AID 463212, 2010;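 active = growth inhibition of the mutant yeast at or above 50%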;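 also: temperature-sensitive mutant grown at 25 °C; plate controls were DMSO-treated mutant yeast for no effect and medium wells lacking yeast for full effect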
CHOP UPR activ: activators of apoptotic CHOP UPR arm, primary screen, cell-based, CHO-CHOP luciferase reporter, luminescence, uHTS; AID 449763, 2010; UPR activation; percent of tunicamycin response over DMSO baseline; actives 0.34% (n = 330,000); activation, % at 10 µM;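 active = at 10 µM dose, activation of 40% or more, normalized to positive control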;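 also: 100% = tunicamycin at 10 µg/mL and 0% = DMSO alone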
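Test system: CHO CHOP reporter cells. Input: 500 CHO-CHOP cells per well. Medium: F12 with 10% FBS. Technique: luciferase luminescence. Measure: percent activation relative to tunicamycin control. Dosing: 10 µM compound, 0.5% DMSO. Timing: 16-18 h cell attachment, then 6 h compound exposure, 37 °C.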
UPR XBP1 act: activators of adaptive XBP1 UPR arm, primary screen, cell-based, CHO-XBP1 luciferase reporter, luminescence, uHTS; AID 463104, 2010; activation, % at 20 µM; actives 0.33% (n = 330,000); IRE1-XBP1 UPR activation; percent of tunicamycin response, DMSO as zero;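 active = versus positive control, 20 µM dose yields 30% or more activation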;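 also: 100% = tunicamycin at 10 µg/mL and 0% = DMSO only wells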
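Material: CHO-XBP1 cells stably carrying IRE1-XBP1-driven luciferase reporter / Amount: 1000 cells per well / Compound: 20 µM, 1% DMSO / Times: 6 h treatment, 37 °C / Detection: luciferase luminescence / Measure: % activation of reporter signal versus tunicamycin and DMSO controls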
CCR6 antagonist: CCR6 receptor antagonists, primary screen, cell-based, CHO-K1, luminescence, beta-arrestin, uHTS; actives 0.49% (n = 340,000); inhibition, % at 20 µM; C-C chemokine receptor type 6 (Homo sapiens), P51684; CHO-K1 CCR6 PathHunter beta-arrestin, CCL20-stimulated;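 active = compounds whose inhibition of the agonist-driven luminescence signal at 20 µM reaches about 50%, limit read from the data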;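 also: cells stimulated with CCL20 at 14 nM final; plate controls were DMSO with CCL20 for no effect and DMSO without agonist for full effect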
An asterisk follows results filed as active.

Results for COC(=O)c1c(C)[nH]c(C(=O)OCC(=O)NCC(C)C)c1C ?
EBI2 antag: 0; APJ ag: -3; CXCR6 block: 0; APJ antag: -1; Mdm2 MdmX PPI: 16; tim23-1 inh: 1; CHOP UPR activ: -1.5; UPR XBP1 act: -1; CCR6 antagonist: 9

How did CCn1c(SCC(=O)Nc2ccc(C)cc2)nnc1-c1ccccn1 do in these assays?
EBI2 antag: -3; APJ ag: -4; CXCR6 block: -4; APJ antag: 0; Mdm2 MdmX PPI: 9; tim23-1 inh: -17; CHOP UPR activ: -1.2; UPR XBP1 act: -3; CCR6 antagonist: 9

How did O=C(Nc1nc(-c2ccccc2)cs1)c1ccc2c(c1)S(=O)(=O)c1ccccc1C2=O do in these assays?
EBI2 antag: 25; APJ ag: -6; CXCR6 block: 24; APJ antag: 29; Mdm2 MdmX PPI: 74*; tim23-1 inh: -30; CHOP UPR activ: 1.1; UPR XBP1 act: 0; CCR6 antagonist: 44

What do the screens show for `O=C(NCc1nc2ccccc2[nH]1)c1cccc(S(=O)(=O)N2CCCC2)c1`?
EBI2 antag: -17; APJ ag: 2; CXCR6 block: -3; APJ antag: -5; Mdm2 MdmX PPI: -4; tim23-1 inh: 10; CHOP UPR activ: -0.7; UPR XBP1 act: -1; CCR6 antagonist: 1

What do the screens show for `Cc1cccc(NS(=O)(=O)Cc2ccccc2)n1`?
EBI2 antag: 0; APJ ag: 0; CXCR6 block: -1; APJ antag: -4; Mdm2 MdmX PPI: 13; tim23-1 inh: 17; CHOP UPR activ: 0.1; UPR XBP1 act: 2; CCR6 antagonist: -13

Results for Cc1ccc2c(c1)N=C(c1ccc(F)cc1)CO2 ?
EBI2 antag: 5; APJ ag: 1; CXCR6 block: -11; APJ antag: 2; Mdm2 MdmX PPI: -33; tim23-1 inh: 17; CHOP UPR activ: 5.8; UPR XBP1 act: 0; CCR6 antagonist: -7

Results for O=C(CCNS(=O)(=O)c1ccc(Cl)cc1)N1CCN(Cc2ccccc2)CC1 ?
EBI2 antag: -1; APJ ag: 1; CXCR6 block: -5; APJ antag: -13; Mdm2 MdmX PPI: 30; tim23-1 inh: 1; CHOP UPR activ: 2.9; UPR XBP1 act: 0; CCR6 antagonist: 1

How did COc1ccccc1N1CCN(Cc2ccc(O)c3ncccc23)CC1 do in these assays?
EBI2 antag: 73*; APJ ag: -9; CXCR6 block: 27; APJ antag: 22; Mdm2 MdmX PPI: 77*; tim23-1 inh: 31; CHOP UPR activ: 113*; UPR XBP1 act: 18; CCR6 antagonist: 30

What do the screens show for `O=C(NCCCn1ccnc1)c1cc2c(ccc3ccccc32)o1`?
APJ ag: 0; APJ antag: -17; Mdm2 MdmX PPI: 5; tim23-1 inh: 3; CHOP UPR activ: 3.9; UPR XBP1 act: 1; CCR6 antagonist: 0

Results for CCC(=O)N1N=C(c2ccccc2)CC1c1ccccc1 (configuration not stated) ?
EBI2 antag: 5; APJ ag: -3; CXCR6 block: 5; APJ antag: -9; Mdm2 MdmX PPI: 21; tim23-1 inh: 37; CHOP UPR activ: -1.9; UPR XBP1 act: -2; CCR6 antagonist: 1

The closing two records of the part before open the next one.
What do the screens show for `O=C(NCCCn1ccnc1)c1cc2c(ccc3ccccc32)o1`?
APJ ag: 0; APJ antag: -17; Mdm2 MdmX PPI: 5; tim23-1 inh: 3; CHOP UPR activ: 3.9; UPR XBP1 act: 1; CCR6 antagonist: 0

Results for CCC(=O)N1N=C(c2ccccc2)CC1c1ccccc1 (configuration not stated) ?
EBI2 antag: 5; APJ ag: -3; CXCR6 block: 5; APJ antag: -9; Mdm2 MdmX PPI: 21; tim23-1 inh: 37; CHOP UPR activ: -1.9; UPR XBP1 act: -2; CCR6 antagonist: 1

Results for N#Cc1cc2[nH]c3ccccc3c2[n+](-c2ccc([N+](=O)[O-])cc2)c1N ?
EBI2 antag: -9; APJ ag: 1; CXCR6 block: -3; APJ antag: -28; Mdm2 MdmX PPI: 12; tim23-1 inh: -6; CHOP UPR activ: -0.3; UPR XBP1 act: 2; CCR6 antagonist: -5

What do the screens show for `O=C(Cc1ccc(F)cc1)OCC(=O)c1cc2ccccc2o1`?
EBI2 antag: -5; APJ ag: -12; CXCR6 block: 11; APJ antag: 77*; Mdm2 MdmX PPI: 10; tim23-1 inh: 17; CHOP UPR activ: -1.8; UPR XBP1 act: 4; CCR6 antagonist: 89*

How did C=CCc1cc(OC)ccc1OCCN1CC(C)OC(C)C1 (configuration not stated) do in these assays?
EBI2 antag: -14; APJ ag: -2; CXCR6 block: -1; APJ antag: -21; Mdm2 MdmX PPI: 35; tim23-1 inh: 21; CHOP UPR activ: -0.2; UPR XBP1 act: -2; CCR6 antagonist: 16

What do the screens show for `COc1ccccc1NC(=O)c1cc(OC)c(OC)cc1[N+](=O)[O-]`?
EBI2 antag: 2; APJ ag: -2; CXCR6 block: -4; APJ antag: 4; Mdm2 MdmX PPI: 2; tim23-1 inh: -2; CHOP UPR activ: -1.1; UPR XBP1 act: -1; CCR6 antagonist: 4

How did O=C(COC(=O)c1ccccc1NC(=O)c1ccco1)Nc1ncc(Cl)cc1Cl do in these assays?
EBI2 antag: -6; APJ ag: -5; CXCR6 block: 6; APJ antag: 10; Mdm2 MdmX PPI: 16; tim23-1 inh: 19; CHOP UPR activ: -1.1; UPR XBP1 act: 0; CCR6 antagonist: 2

Results for Cc1cc2c(cc1S(=O)(=O)CCC(=O)NCc1ccccc1)OCC(=O)N2 ?
EBI2 antag: -6; APJ ag: 2; CXCR6 block: -5; APJ antag: -14; Mdm2 MdmX PPI: -2; tim23-1 inh: 18; CHOP UPR activ: 0.0; UPR XBP1 act: -1; CCR6 antagonist: -8

Results for CCCOC(=O)C1=C(C)NC2=C(C(=O)C(C(=O)OC)C(C)C2)C1c1ccc(N(C)C)cc1 (configuration not stated) ?
EBI2 antag: 6; APJ ag: 0; CXCR6 block: 0; APJ antag: -7; Mdm2 MdmX PPI: -35; tim23-1 inh: 11; CHOP UPR activ: -1.1; UPR XBP1 act: -1; CCR6 antagonist: -6

What do the screens show for `CCCSc1nnc(N2C(=O)CC(c3ccsc3)C3=C2CCCC3=O)s1` (configuration not stated)?
EBI2 antag: 4; APJ ag: -4; CXCR6 block: 3; APJ antag: 0; Mdm2 MdmX PPI: 8; tim23-1 inh: 5; CHOP UPR activ: -2.8; UPR XBP1 act: 0; CCR6 antagonist: 0

Results for O=S(=O)(NN=C1CCCCC1)c1ccccc1 ?
EBI2 antag: 4; APJ ag: -1; CXCR6 block: -4; APJ antag: 5; Mdm2 MdmX PPI: 1; tim23-1 inh: 9; CHOP UPR activ: -1.5; UPR XBP1 act: 0; CCR6 antagonist: 8

What do the screens show for `COc1cccc(N2CCN(CC(=O)Nc3nc(C)c(C(=O)N(C)C)s3)CC2)c1`?
EBI2 antag: -1; APJ ag: -3; CXCR6 block: -2; APJ antag: 8; Mdm2 MdmX PPI: 19; tim23-1 inh: 10; CHOP UPR activ: -2.1; UPR XBP1 act: -5; CCR6 antagonist: -10

What do the screens show for `O=S(=O)(NCc1cccs1)c1ccc(Br)s1`?
APJ ag: -4; APJ antag: -3; Mdm2 MdmX PPI: 26; tim23-1 inh: 42; CHOP UPR activ: 0.0; UPR XBP1 act: 1

How did Cc1nc(-c2cccnc2)sc1C(=O)Nc1ccc(C(F)(F)F)cc1 do in these assays?
EBI2 antag: 22; APJ ag: -1; CXCR6 block: 4; APJ antag: 1; Mdm2 MdmX PPI: 7; tim23-1 inh: 24; CHOP UPR activ: -1.8; UPR XBP1 act: 1; CCR6 antagonist: 7

Results for COC(=O)CCCC(=O)NC1CC(C)(C)Cc2c1cnn2-c1ccc(C)cc1 (configuration not stated) ?
EBI2 antag: -2; APJ ag: -4; CXCR6 block: -1; APJ antag: -7; Mdm2 MdmX PPI: -6; tim23-1 inh: 11; CHOP UPR activ: 2.8; UPR XBP1 act: -4; CCR6 antagonist: 6

How did O=C(Nc1ccc(-c2nnc3n2CCCCC3)cc1)c1ccco1 do in these assays?
EBI2 antag: -8; APJ ag: -4; CXCR6 block: -3; APJ antag: -7; Mdm2 MdmX PPI: 0; tim23-1 inh: 11; CHOP UPR activ: 1.8; UPR XBP1 act: 1; CCR6 antagonist: 15

What do the screens show for `Cc1cc(=S)n(-c2ccccc2)n1C`?
EBI2 antag: 9; APJ ag: 0; CXCR6 block: -6; APJ antag: 13; Mdm2 MdmX PPI: -15; tim23-1 inh: -1; CHOP UPR activ: 0.7; UPR XBP1 act: -2; CCR6 antagonist: -10

How did CC(=O)/C(=C/N(C)C)Sc1ccc(C)cc1 do in these assays?
EBI2 antag: 4; APJ ag: -1; CXCR6 block: 2; APJ antag: 19; Mdm2 MdmX PPI: 2; tim23-1 inh: 7; CHOP UPR activ: -1.1; UPR XBP1 act: 1; CCR6 antagonist: -7

What do the screens show for `COc1ccc(C(=O)C2CCCN(Cc3cccn3-c3ccccn3)C2)c(OC)c1` (configuration not stated)?
EBI2 antag: 12; APJ ag: 4; CXCR6 block: -23; APJ antag: -6; Mdm2 MdmX PPI: 37; tim23-1 inh: 10; CHOP UPR activ: -3.1; UPR XBP1 act: -1; CCR6 antagonist: 12

What do the screens show for `O=C(O)CCc1ccc(-c2ccc(F)cc2)n1CC(=O)O`?
EBI2 antag: 0; APJ ag: -2; CXCR6 block: -5; APJ antag: 12; Mdm2 MdmX PPI: 4; tim23-1 inh: 1; CHOP UPR activ: -0.2; UPR XBP1 act: -5; CCR6 antagonist: -1

How did NC(=O)c1ccc(NC(=O)C#Cc2ccccc2)cc1 do in these assays?
EBI2 antag: -41; APJ ag: -1; CXCR6 block: -2; APJ antag: -13; Mdm2 MdmX PPI: 85*; tim23-1 inh: 17; CHOP UPR activ: 2.1; UPR XBP1 act: 3; CCR6 antagonist: 1

Results for Cc1ccc(N2CCN(/N=C/C(Cl)=C/c3ccccc3)CC2)cc1 ?
EBI2 antag: 1; APJ ag: -5; CXCR6 block: -2; APJ antag: 7; Mdm2 MdmX PPI: -4; tim23-1 inh: 10; CHOP UPR activ: -0.7; UPR XBP1 act: 3; CCR6 antagonist: 7

Results for O=C(NC(=S)Nc1ccccc1Br)C1CCCCC1 ?
EBI2 antag: 0; APJ ag: -6; CXCR6 block: 6; APJ antag: 3; Mdm2 MdmX PPI: 2; tim23-1 inh: 56*; CHOP UPR activ: 1.9; UPR XBP1 act: 2; CCR6 antagonist: 18

Bioassay records from PubChem BioAssay.

This is a subset. The share of hits here may be higher or lower than overall.
